Source: PubChem (several laboratories)
HIF-2a inh: blocks HIF-2a reporter activity; 786-0 RCC cells HIF-2a reporter, luciferase luminescence, overnight; inhibition, % at 18.8 µM; 360,000 compounds, 0.72% hits; AID 624352;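 active means inhibition of the luminescence signal of 40% or more relative to plate controls, in a single-dose primary screen at 18.75 µM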
PDI inh: blocks human protein disulfide isomerase activity; P07237; PDI insulin aggregation turbidity, A650, 90 min; inhibition, % at 10 µM; 350,000 compounds, 0.052% hits; AID 588391;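 active means mean inhibition across replicates of 30% or more, whatever share of single replicates reach that level; inconclusive means mean inhibition below 30% while every single replicate reaches 30%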;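 further: absorbance from insulin aggregation driven by PDI reduction with DTT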
Target sequence (P07237 whole entry, looked up): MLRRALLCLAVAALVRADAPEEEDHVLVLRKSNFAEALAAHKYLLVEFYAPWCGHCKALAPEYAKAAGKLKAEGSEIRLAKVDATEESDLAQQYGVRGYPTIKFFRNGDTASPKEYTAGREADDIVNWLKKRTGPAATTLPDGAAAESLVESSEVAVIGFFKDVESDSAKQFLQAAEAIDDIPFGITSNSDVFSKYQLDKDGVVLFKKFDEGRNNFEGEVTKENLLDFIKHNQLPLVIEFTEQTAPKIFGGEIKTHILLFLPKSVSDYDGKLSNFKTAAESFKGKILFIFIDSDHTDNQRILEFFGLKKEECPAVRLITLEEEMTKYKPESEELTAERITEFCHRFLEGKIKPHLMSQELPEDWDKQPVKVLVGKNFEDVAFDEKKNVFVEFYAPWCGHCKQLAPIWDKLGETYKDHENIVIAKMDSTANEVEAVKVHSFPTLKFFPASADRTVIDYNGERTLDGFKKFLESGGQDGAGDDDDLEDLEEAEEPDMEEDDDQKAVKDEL
Vif inh: HIV Vif inhibition; AID 602346; HEK293T cells, Vif self-association by quenched fluorescence, imaging, 24 h; 340,000 compounds, 0.35% hits; inhibition, % at 7.49 µM; in the data active means inhibition above about 50%, passing the limit was not always enough; inconclusive means no clear call, values can overlap the other calls; inactive means below about 31%; further: some results filed as inactive read as strong as hits
Exocytosis inh: lytic granule exocytosis inhibition; TALL-104 LAMP-1 surface exposure, flow cytometry; cells stimulated with thapsigargin and PMA; inhibition, % at 10 µM; 360,000 compounds, 0.66% hits; AID 651702;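 active means inhibition above about 55%, limit read from the data; inconclusive means no clear call, values can overlap the other calls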
Peg3 prom inh: inhibitors of Peg3 promoter. HeLa PEG-Prom luciferase reporter, luminescence, overnight. inhibition, % at 20 µM. 360,000 compounds, 1.7% hits;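 active means inhibition of at least 50% at 20 µM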
NR2E3 ag-1: activates human NR2E3 receptor | Q9Y5X4 | CHO-S Gal4-NCOR/VP16-NR2E3 two-hybrid, luciferase | inhibition of corepressor binding, % at 3.98 µM | 360,000 compounds, 0.35% hits | AID 602229;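 active means inhibition above the mean of all tested compounds plus 3 SD, cut at about 70% in these data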;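 further: 0% = DMSO with NR2E3 transfected cells and 100% = cells lacking NR2E3 construct; higher means lower luciferase signal from less NR2E3 corepressor binding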
Target sequence (Q9Y5X4 whole entry, looked up, the tested form may be a part): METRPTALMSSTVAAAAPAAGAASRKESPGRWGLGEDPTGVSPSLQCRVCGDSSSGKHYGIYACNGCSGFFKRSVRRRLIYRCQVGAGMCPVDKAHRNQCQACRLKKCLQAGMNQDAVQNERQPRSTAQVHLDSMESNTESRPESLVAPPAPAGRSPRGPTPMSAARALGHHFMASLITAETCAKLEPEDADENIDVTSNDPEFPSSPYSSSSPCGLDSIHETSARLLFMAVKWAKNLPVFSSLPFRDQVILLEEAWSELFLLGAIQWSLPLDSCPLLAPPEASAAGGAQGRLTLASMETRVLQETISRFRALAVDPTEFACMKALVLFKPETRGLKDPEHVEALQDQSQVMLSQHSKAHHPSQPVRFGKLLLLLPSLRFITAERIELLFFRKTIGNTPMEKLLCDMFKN
hiPSC survival: enhancers of human iPSC single-cell survival; 360,000 compounds, 0.044% hits; AID 602274; hiPSC single-cell survival, ATPlite luminescence; 100% = ROCK inhibitor wells, 0% = DMSO; survival enhancement, % at 20 µM; in the data active means survival enhancement above about 18%;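 further: cells exposed to compounds for 16 hours before the ATP read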
CaV13 FRET inh: Primary screen for inhibitors of IQ motif and Ca2+-dependent inactivation inhibitor domain binding in CACNA1D, Förster resonance energy transfer in living cells, …; HEK cells, CFP/YFP FRET ICDI-IQ, plate reader, 10 min; percent FRET-ratio fall versus neutral wells; 340,000 compounds, 0.098% hits; AID 743397; inhibition, % at 12.3 µM;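 active means mean replicate inhibition of at least 30% and at least 1% of replicates passing that level; inconclusive means only one of the two criteria is met; inactive means neither criterion is met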;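 further: 0% = median of the neutral control wells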
TRPM1 prom inh: reduces MITF-dependent TRPM1 promoter luciferase signal. SK-MEL-5 TRPM1 promoter luciferase, 24 h. 330,000 compounds, 0.83% hits. inhibition, % at 12.5 µM;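 active means mean inhibition across replicates of 60% or more, whatever share of single replicates reaches that level; inconclusive means some that reach 60%, reason not given; inactive means mean inhibition across replicates below 60%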; further: values of inactives mirror those of a sister screen read the other way
NR2E3 ag-2: agonists of human nuclear receptor NR2E3 | Q9Y5X4 | GST-NR2E3/biotin-RetCOR TR-FRET, 1536-well | inhibition of corepressor binding, % at 4.78 µM | 320,000 compounds, 0.12% hits | AID 2300;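 active means percent inhibition above the cutoff of mean plus 3 SD of all tested compounds, set per screening campaign, cut at about 20% in these data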;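 further: 0% = DMSO wells and 100% = biotin wells as full block of FRET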
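Assay system: NR2E3–RetCOR corepressor complex. Quantity: 1.35 nM GST-NR2E3. Buffer or medium: pH 7.5 Tris-based buffer. Reagent: biotinylated RetCOR corepressor at 7 nM final. Schedule: 5 h at 4 °C. Detection: TR-FRET, emission read at 617 and 671 nm. Replicates: one well per compound, singlicate testing.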
aDG glyco up: increases alpha dystroglycan glycosylation. 360,000 compounds, 0.22% hits. Pro5-aDG cells, alpha-DG glycosylation AlphaScreen (IIH6); 0% Pro5, 100% B10-LARGE cell signal. activation, % at 10 µM;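 active means activation of at least 8% versus controls, or a plate z-score of at least 8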;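 further: Pro5 are CHO cells carrying HIG-tagged alpha-DG that lacks glycosylation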
Active calls of the source: *; u = inconclusive; x = no result given. Random draw from the library (roughly 3.5% active in at least one column).

SMILES	HIF-2a inh	PDI inh	Vif inh	Exocytosis inh	Peg3 prom inh	NR2E3 ag-1	hiPSC survival	CaV13 FRET inh	TRPM1 prom inh	NR2E3 ag-2	aDG glyco up
c1ccc(CCCNCCCn2cnc3c(OCc4ccccc4)ncnc32)cc1	-17	9	x	28	56*	15	-3.0	-3	78*	x	0.8
O=C(O)c1ccc2c(=O)[nH]c(CCl)nc2c1	26	4	0	1	9	-32	0.6	1	-2	-1	0.1
Cc1ccc(NC(=S)NNc2ncc(C(F)(F)F)cc2Cl)cc1	69*	2	-13	4	26	13	-0.1	-6	30	0	-0.1
Cc1ccc(CSCCNS(C)(=O)=O)cc1	4	-4	4	6	2	8	-0.2	0	-1	1	-0.1
CCS(=O)(=O)c1nc(S(=O)(=O)c2ccc(Cl)cc2)c(NCCN2CCOCC2)s1	-6	-1	-3	-2	-2	-5	-0.5	-4	5	0	-0.1
CC(C(=O)OCc1nnc(-c2ccccc2)o1)N1C(=O)C2CCCCC2C1=O (configuration not stated)	-132	-1	-11	-2	-69	-18	0.6	-1	-20	0	-0.1
O=C(O)c1ccc(-n2nnnc2Oc2ccccc2C(=O)N2CCOCC2)cc1	23	1	u	-4	8	-9	-3.2	-3	6	6	0.2
O=C(Cn1cc2c(n1)CCCCC2)Nc1ccccc1Br	-60	5	-3	-4	-44	-29	-0.6	-4	-13	0	0.0
CCSCCc1nnc(NC(=O)Nc2cccc(C(F)(F)F)c2)s1	9	-11	6	9	11	-10	-2.8	-3	67*	-1	-0.8
CCN(CC)C(=O)n1cnc(-c2ccccc2)c1-c1ccccc1	6	0	-3	-6	29	-25	-0.3	-2	-7	1	0.2
CC(c1ccco1)N(C(=O)c1cccs1)c1ccccn1 (configuration not stated)	-4	0	0	0	3	-7	-0.4	x	-3	4	-0.1
CCCCN(C(=O)c1ccc2c(c1)OCO2)c1ccccc1	9	3	5	2	2	-47	3.0	1	-1	4	0.0
COc1cccc(C(=O)Nc2cccc(-c3ccc4nncn4n3)c2)c1OC	-41	-5	5	0	-1	1	0.0	-6	-14	1	-0.1
C=CCNc1ncnc2c1ncn2[C@H]1CN(Cc2ccco2)C[C@@H](CO)O1	4	5	5	-2	1	1	0.6	-10	x	x	0.6
Cc1ccc(C2=NN(C(=O)CCC(=O)O)C(c3ccc4c(c3)OCO4)C2)cc1 (configuration not stated)	11	10	1	-1	9	12	-0.5	-4	11	3	1.0
CC(=O)N(Cc1ccccc1)c1ccccc1C(=O)O	11	-5	-3	2	8	6	-0.6	3	-13	1	0.1
CCN(c1ccccc1)S(=O)(=O)c1cccc(C(=O)N(C)CCOc2ccccc2)c1	10	0	-1	0	24	-8	-0.6	-6	13	0	0.8
CCCCc1n[nH]c2c1C(=O)CC(C)(C)C2	-1	4	0	4	0	-26	-1.3	-5	3	0	-0.2
COc1ccc(CNC(=O)c2nnn(-c3cccc(C(F)(F)F)c3)c2N)cc1	6	1	-3	-2	16	-3	0.1	3	-8	1	0.6
CCc1n(CC(O)COC2CCCCC2)c2ccccc2[n+]1C (configuration not stated)	13	0	-10	0	10	0	-0.6	6	-27	1	-0.2

2 records picked at random from those above:
SMILES	HIF-2a inh	PDI inh	Vif inh	Exocytosis inh	Peg3 prom inh	NR2E3 ag-1	hiPSC survival	CaV13 FRET inh	TRPM1 prom inh	NR2E3 ag-2	aDG glyco up
CCCCN(C(=O)c1ccc2c(c1)OCO2)c1ccccc1	9	3	5	2	2	-47	3.0	1	-1	4	0.0
Cc1ccc(C2=NN(C(=O)CCC(=O)O)C(c3ccc4c(c3)OCO4)C2)cc1 (configuration not stated)	11	10	1	-1	9	12	-0.5	-4	11	3	1.0

New compounds follow.
SMILES	HIF-2a inh	PDI inh	Vif inh	Exocytosis inh	Peg3 prom inh	NR2E3 ag-1	hiPSC survival	CaV13 FRET inh	TRPM1 prom inh	NR2E3 ag-2	aDG glyco up
CC1(C)CC2CN(C(=O)Cc3ccccc3)C(C)(C2)C1 (configuration not stated)	16	-5	-1	4	12	11	-3.0	-7	-2	1	-0.2
Cc1ccc(S(=O)(=O)N/N=C/c2ccc(O)cc2O)cc1[N+](=O)[O-]	16	0	7	-2	-1	-32	1.3	-3	-8	1	-0.1
CCC(C)(C)C1CCc2[nH]nc(C(=O)NCCN3CCOCC3)c2C1 (configuration not stated)	-8	-1	x	1	8	0	0.0	-11	5	2	0.4
CC(=O)c1cc2c(cc1NC(=O)c1cc3nc(C(C)C)cc(C(F)(F)F)n3n1)OCO2	6	3	-3	-3	12	10	-2.2	-6	-4	1	0.3
COc1ccc(NC(=O)NNC(=O)c2ccc(-c3ccccc3)cc2)c(OC)c1	9	-1	3	-17	3	-13	-0.1	-5	-1	x	0.3
COc1cccc(-c2c(-c3cc(OC)cc(OC)c3)n(C)c3ccc(-c4ccc(OC)nc4)cc23)c1	11	-1	x	-2	18	-13	2.8	-4	-14	-1	0.2
Clc1ccc2nc(-c3ccc4c(c3)OCO4)cn2c1	-26	0	-4	-1	29	-116	-0.9	-19	41	2	0.1
CCN1C(=O)[C@@H]2[C@@H](c3ccc(-c4ccc(C(C)=O)cc4)cc3)N3CCCC[C@@]3(C(=O)OC)[C@@H]2C1=O	4	4	-12	28	18	15	-2.0	-11	-3	2	0.0
COc1ccnc(Oc2ccc(F)cc2)c1C(=O)N/C=N/OCc1ccc(F)cc1Cl	25	1	-30	0	27	-3	0.6	-9	-1	2	-0.2
O=C(CSc1nnc(SCc2ccc(Cl)cc2)s1)N/N=C/c1ccccc1C(=O)O	-100	0	-16	1	-53	-6	0.4	-5	-7	0	0.1
CN(CCC#N)Cc1cc(=O)oc2ccc3ccccc3c12	6	-3	6	0	22	-7	-0.2	-5	-2	-1	-0.1
Cc1ccc(S(=O)(=O)NC(=O)C2(C)CCN2C(=O)COc2ccc(Cl)cc2)nc1 (configuration not stated)	9	8	7	-1	2	11	4.2	-10	x	x	-0.3
CCCCCN(CCCCC)C(=O)C(CCC(=O)O)NC(=O)c1ccc(Cl)c(Cl)c1 (configuration not stated)	10	-3	1	-4	13	19	1.9	-5	16	-1	0.0
O=C1OC(N2CCN(C(=O)C3CCCO3)CC2)c2ccccc21 (configuration not stated)	10	1	16	-1	-4	-2	-0.2	x	-4	3	-0.2
O=C(NC(=S)Nc1ccc(S(=O)(=O)N2CCCCC2)cc1)c1cccs1	16	2	-2	0	32	5	1.4	-5	10	-1	0.2
CC(=O)c1ccc(OC2(C)CCN(Cc3cccn3-c3nccs3)C2)cc1 (configuration not stated)	10	12	-4	-3	-2	-12	1.9	-5	x	x	-0.2
COC(=O)c1ccc(CSC2=NC[C@@H]3[C@@H]4C(=O)N(Cc5ccccc5)C(=O)[C@@H]4[C@](Cc4ccccc4)(C(=O)OC)N23)cc1	17	3	-16	8	4	-18	-1.5	-5	5	x	-0.1
O=C(/C=C/c1ccc(OC2CSC2)cc1)c1ccccc1	-167	5	-5	-7	-215	-96	-5.0	x	-72	0	0.3
COc1c(C)cccc1C(=O)NC(=S)Nc1cccc2nsnc12	-166	-1	1	-1	-127	-12	-2.7	-8	-6	x	0.4
C/C(=N\Nc1nc2c(s1)CCCC2)c1ccccc1	-233	1	-3	4	-292	-38	-3.3	-5	-77	0	2.8
CCSc1nnc(NC(=O)c2ccc(C)cc2)s1	-71	-10	x	-1	-186	-178	-0.6	-11	x	2	0.1
CN1CCN(C2=C(Cl)C(=O)c3ccccc3C2=O)CC1	12	41*	-2	-3	65*	3	-3.2	-7	100*	x	1.8
CCc1nnnn1-c1ccc([N+](=O)[O-])cc1C	1	2	2	2	2	-10	0.8	-6	-3	0	0.0
Cc1nc(N2CCN(c3ccccc3)CC2)[nH]c(=O)c1C	2	-17	15	0	-6	-42	-0.5	-3	10	1	0.1
CCN(CC)S(=O)(=O)c1ccc(=O)n(CC(=O)N2CCCc3cc(C)ccc32)c1	16	5	x	3	15	-25	1.3	-2	2	1	0.1
CCOC(=O)C1CCN(C(=O)c2ccc(OCC(=O)Nc3ccc(OCC)cc3)c(OC)c2)CC1	9	3	-3	0	11	15	0.1	-7	10	-1	0.6
CCOc1ccc(C(=O)NCC(=O)NCC(c2ccc(OC)cc2)N2CCCC2)cc1 (configuration not stated)	-9	5	6	4	-31	-23	-0.5	-6	-9	0	1.7
COc1cc(/C=C2\NC(=S)N(C)C2=O)ccc1OCc1cccc(F)c1	4	-1	-2	-4	12	-51	-0.5	-11	-9	1	0.4
O=C(NCc1cccs1)c1ccc(S(=O)(=O)N2CCOCC2)cc1	18	-1	-5	4	6	-4	0.9	-5	-16	6	-0.5
CCc1nnc(NC(=O)CCCSc2nc3ccccc3[nH]2)s1	4	-3	0	-1	-6	-10	0.0	-2	5	4	0.4
O=C(Nc1ccccc1Cl)c1cc(S(=O)(=O)N2CCCC(C(=O)O)C2)ccc1F (configuration not stated)	12	-7	6	0	4	8	3.9	-8	3	4	0.4
COc1ccc(NC(=S)N2CCC(C(=O)c3ccc(C)cc3)CC2)cc1	-5	-1	-4	4	-6	-4	0.0	-1	3	0	0.4
O=C(NNc1c(Cl)cc(Cl)cc1Cl)C1CCC1	9	5	5	4	7	4	1.6	-5	5	2	-0.1
N#C/C(=C\c1c(N2CCN(Cc3ccccc3)CC2)nc2ccccn2c1=O)S(=O)(=O)c1ccccc1	-1	-4	-2	4	-7	-27	-0.4	-27	6	2	-0.5
Cc1ccc(CCNC(=O)c2nnc(CS(=O)(=O)c3ccccc3)o2)cc1	11	x	-10	8	62*	-31	2.4	-7	0	0	-0.5
Cc1nn(C)c(Oc2ccccc2)c1CCNC(=O)CCl	10	0	-3	-11	1	-8	-1.0	0	11	0	0.6
COc1ccc(C(=O)Nc2ccc(F)cc2F)cc1OC	-59	5	-1	0	-60	2	-0.6	-5	-21	3	-0.2
C/C(=N\O)C(C)Oc1ccc(Cl)cc1 (configuration not stated)	9	4	-3	1	2	-24	-0.5	-6	-2	-2	0.0
Cc1cc2c(cc(C(=O)OC(C)C(=O)NCc3ccccc3)n2C)o1 (configuration not stated)	8	-3	27	4	7	-13	7.3	-6	1	x	-0.2
CCc1ccc(C(=O)O)cc1	13	4	-3	10	7	-11	-0.2	1	-8	1	0.0
O=C(Nc1ccc(Br)cc1)C1CCN(c2cnccn2)CC1	-6	1	-9	-3	-4	8	0.1	-4	0	0	0.0
C=CC[C@@H](CC(=O)N[C@H](CO)Cc1ccccc1)C(=O)N[C@H](COC(=O)[C@@H](CC=C)Cc1ccc(F)cc1)C(C)(C)C	2	14	1	0	1	-11	-1.8	-10	4	x	0.7
Cc1cccc(NC(=O)c2cccc(S(=O)(=O)N3CCCC3)c2)n1	-37	-3	-14	8	-9	-29	0.1	-6	-1	-3	-0.1
